# Bioassay records: PubChem BioAssay, Sanford-Burnham Center for Chemical Genomics
# A3G deaminase – inhibitors of human APOBEC3G DNA deaminase; inhibition, % at 20 µM; recombinant A3G, ssDNA deamination FAM/TAMRA fluorescence; Q9HC16; actives 0.28% (n = 330,000);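 active = inhibition of at least 40% at 20 µM, with no more than 30% in the related APOBEC3A deaminase screen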;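 also: plate controls were DMSO wells with A3G for no effect and wells lacking A3G enzyme for full effect; some compounds called inactive have numbers as strong as hits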
# APOBEC3A inh – human APOBEC3A DNA deaminase inhibition; actives 0.41% (n = 330,000); recombinant A3A, FAM/TAMRA ssDNA deamination fluorescence; AID 493011; inhibition, % at 20 µM;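 active = at least 40% inhibition at 20 µM here, with at most 30% in a related deaminase screen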;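 also: plate controls were A3A with DMSO for no effect and wells lacking A3A enzyme for full effect; some results filed as inactive read as strong as hits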
# Target sequence (P31941 whole entry, looked up): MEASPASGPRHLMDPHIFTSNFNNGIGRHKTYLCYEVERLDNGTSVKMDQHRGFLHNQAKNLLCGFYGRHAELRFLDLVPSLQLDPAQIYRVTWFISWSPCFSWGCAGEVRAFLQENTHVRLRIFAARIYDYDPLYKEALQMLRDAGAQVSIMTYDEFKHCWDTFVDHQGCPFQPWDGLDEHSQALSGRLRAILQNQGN
# beta cell repl – induces beta-cell replication in MIN6 cells; proliferation, % at 10 µM; MIN6 cells proliferation, ATPlite luminescence, 48 h; cells starved in 0.2% serum; 100% = growth in 10% serum; AID 2380; actives 0.29% (n = 330,000);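 active = compounds whose signal lies at least 3.5 SD above the mean of all wells on their plate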;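 also: 0% = DMSO-treated cells in low-serum medium and 100% = 10% serum control; some compounds called inactive have numbers as strong as hits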
# mIAP inh – blocks mouse intestinal alkaline phosphatase. inhibition, % at 10 µM. actives 0.2% (n = 330,000). purified mouse IAP, CDP-Star luminescence, 30 min;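 active = inhibition of at least 40% at 10 µM in the primary screen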;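 also: plate controls were DMSO with enzyme for no effect and no enzyme wells for full effect; values of inactives mirror those of a sister screen read the other way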
# hIAP inh – human IAP inhibition | P09923 | purified IAP, CDP-Star luminescence, 30 min | inhibition, % at 10 µM | actives 0.12% (n = 330,000) | AID 2544;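 active = inhibition reaching a set limit with compound at 10 µM in the primary screen, cut at about 35% in these data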;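 also: plate controls were DMSO wells with enzyme for no effect and no-enzyme buffer wells for full effect; values of inactives mirror those of a sister screen read the other way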
# Target sequence (P09923 whole entry, looked up): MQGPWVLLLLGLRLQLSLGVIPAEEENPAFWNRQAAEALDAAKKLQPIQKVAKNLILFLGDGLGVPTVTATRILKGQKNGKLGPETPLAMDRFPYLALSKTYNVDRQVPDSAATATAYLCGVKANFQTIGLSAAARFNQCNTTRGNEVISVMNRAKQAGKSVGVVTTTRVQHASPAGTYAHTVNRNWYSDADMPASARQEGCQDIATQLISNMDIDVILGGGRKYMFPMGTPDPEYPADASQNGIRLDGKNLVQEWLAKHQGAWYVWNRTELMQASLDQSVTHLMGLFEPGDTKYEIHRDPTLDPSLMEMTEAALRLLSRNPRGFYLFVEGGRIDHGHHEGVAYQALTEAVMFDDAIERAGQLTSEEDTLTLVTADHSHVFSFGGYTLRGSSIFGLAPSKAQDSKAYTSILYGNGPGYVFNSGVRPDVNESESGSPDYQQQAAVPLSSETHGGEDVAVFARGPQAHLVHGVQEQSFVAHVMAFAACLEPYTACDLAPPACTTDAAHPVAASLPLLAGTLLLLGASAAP
# MPTP block – permeability transition pore inhibition; inhibition, % at 10 µM; isolated mouse mitochondria, Ca2+ swelling absorbance, 30 min; actives 1.4% (n = 360,000);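 active = inhibition of 50% or more, scaled per plate between neutral and stimulator controls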;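 also: 0% = DMSO wells given calcium and 100% = 1 mM EGTA wells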
# hIAP activ – human IAP activation | P09923 | purified human IAP, CDP-Star luminescence, 30 min; stronger effect = higher value; 1 = vehicle-only enzyme, 0 = enzyme-free background | activation factor at 10 µM | actives 0.16% (n = 330,000);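 active = activation factor of the enzyme at least 2-fold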; also: the source names both 10 and 20 µM as test concentration; values of inactives mirror those of a sister screen read the other way
# mIAP act – increases mouse intestinal alkaline phosphatase activity. actives 0.24% (n = 330,000). muIAP, CDP-Star luminescence, 30 min; stronger effect = higher value; 1 = vehicle-only enzyme signal, 0 = enzyme-free wells. activation factor at 10 µM;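 active = activation factor of at least 2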; also: the source names both 10 and 20 µM as test concentration; values of inactives mirror those of a sister screen read the other way
#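 Assay system: mouse IAP enzyme / Compound: DMSO-dissolved test compounds / Timing: 30 min, room temperature / Measured by: luminescence from enzymatic CDP-Star hydrolysis / Control set: DMSO-only wells, enzyme-free buffer wells as negative control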
# GRIN3A LBD mod – modulates the human NR3A ligand-binding domain; NR3A LBD differential scanning fluorimetry, Tm shift; 0% = protein alone, 100% = glycine-bound protein; Tm shift relative to glycine control, % at 25 µM; actives 2.5% (n = 340,000);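 active = melting temperature shift of at least 10% of the positive control shift, at one fixed dose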
# * = called active by the depositor; nt = no result given.
# Order of results: A3G deaminase	APOBEC3A inh	beta cell repl	mIAP inh	hIAP inh	MPTP block	hIAP activ	mIAP act	GRIN3A LBD mod
1: Cc1ccc(C)c(Cn2nnc(C(=O)Nc3ccc4c(c3)OCCO4)c2N)c1
→ -3	2	-4	-4	3	-1.1	0.97	1	-5
2: O=C(COC(=O)c1ccc(F)c(S(=O)(=O)N2CCOCC2)c1)NCCc1ccc(F)cc1
→ 2	3	-1	3	0	-0.7	1	0.97	-2
3: CC1CCCN(C(=O)COC(=O)CNS(=O)(=O)c2ccc3ccccc3c2)C1 (stereo unspecified)
→ 4	2	-4	-13	-7	-0.4	1.1	1.1	-2
4: CCN(CC)S(=O)(=O)c1ccc(NC(=S)Nc2ccc(F)cc2)cc1
→ -7	0	-4	5	-12	12	1.1	0.95	-16
5: Cc1cc(C)cc(NC(=O)CSc2nc3ccccc3nc2N2CCCC2)c1
→ -6	-5	-5	14	5	0.0	0.95	0.85	-7
6: C=CCNc1nc(Cl)nc(NC2CCCCC2)n1
→ -9	-7	2	1	-16	-1.0	1.2	0.99	-1
7: Fc1ccc(-c2nc(-c3cccs3)[nH]c2-c2ccc(F)cc2)cc1
→ -8	1	-6	-30	-2	77*	1	1.3	19*
8: N#C/C(=C(/O)COC(=O)c1cccnc1Cl)c1nc2ccccc2[nH]1
→ -6	9	-2	21	-4	-2.5	1	0.79	-10
9: O=C(Cn1cc(C(=O)C2CC2)c2ccccc21)NCc1ccccc1
→ 0	4	-2	-18	-20	-0.5	1.2	1.2	-2
10: COc1nc(NC2CCCCC2)nc(NC(C)(C)C)n1
→ -11	-3	-1	3	-6	1.0	1.1	0.97	2
11: C=CCOC(=O)C1=C(C)NC(=S)NC1/C=C/c1ccccc1 (stereo unspecified)
→ 3	0	-7	-4	-22	-3.3	1.2	1	-3
12: Cc1cc(Cl)ccc1OC(C)C(=O)Nc1cnn(CCCC(=O)O)c1 (stereo unspecified)
→ -2	-1	1	-14	7	-1.9	0.93	1.1	0
13: CC(=O)Nc1nonc1C(=O)N1CCC(C)CC1
→ -6	-5	-1	-1	-30	-1.7	1.3	1	-2
14: CN(C)c1ccc(/C=C(\C#N)C(=O)Nc2nc3c(s2)CCN(Cc2ccccc2)C3)cc1
→ -24	-9	-3	32	6	2.2	0.94	0.68	-3
15: CC(=O)OCC(OC(C)=O)C(OC(C)=O)C(OC(C)=O)C(=O)Nc1cccc(C)c1 (stereo unspecified)
→ -10	-2	-3	-1	-2	0.6	1	1	1
16: COc1cc2[nH]c(=O)n(CCC(=O)N3CCN(c4cc(Cl)ccc4C)CC3)c(=O)c2cc1OC
→ 0	2	-4	3	-7	-0.6	1.1	0.97	-3
17: COC(=O)CCCC1=CC2=CC(=O)C(C)(OC(=O)c3cccs3)C(=O)C2=CN1C1CCCC1 (stereo unspecified)
→ -1	0	0	3	3	0.9	0.97	0.97	-1
18: Cc1ccc(S(=O)(=O)Nc2c(C(=O)O)[nH]c3ccccc23)cc1C
→ -7	-3	-1	24	-5	0.1	1	0.76	0
19: O=C(NCCNC(=O)c1ccccc1F)c1ccccn1
→ -7	-4	3	-2	-8	-1.8	1.1	1	-1
20: O=C(Nc1ccccc1Cl)C1CC(=O)N(Cc2ccco2)C1 (stereo unspecified)
→ -9	-4	1	-2	13	0.5	0.87	1	0
21: CCOC(=O)Cc1csc(NC(=O)CSc2nnc(C(C)C)n2CC)n1
→ -3	-3	0	-5	-6	2.9	1.1	1	2
22: CCCn1c(SCC(=O)Nc2ccccc2Oc2ccccc2)n[nH]c1=O
→ -1	0	3	-9	13	0.7	0.87	1.1	0
23: CC1CCCc2sc3ncn(N)c(=N)c3c21 (stereo unspecified)
→ -4	3	0	14	4	-0.2	0.96	0.86	-1
24: CCN1CCN(C(=O)c2ccc3c(c2)N(Cc2ccc(C)cc2)CCS3)CC1
→ -4	-4	-2	3	-6	1.8	1.1	0.97	1
25: C=CCNc1oc(-c2ccc(OC)cc2)nc1C#N
→ -10	5	2	12	11	0.1	0.89	0.88	-1
26: Cc1cc(C)nc(NC(=O)Cc2cccs2)n1
→ 3	0	1	2	3	0.4	0.97	0.98	-1
27: COc1ccc([N+](=O)[O-])cc1N(CC(O)CN(CC(C)C)CC(C)C)S(=O)(=O)c1ccccc1 (stereo unspecified)
→ -1	1	-3	10	9	1.7	0.91	0.9	-30
28: COc1ccc(Cn2c(-c3ccco3)nc3oc4cc(OC)ccc4c(=O)c3c2=O)cc1
→ 19	15	-3	-3	1	0.9	0.99	1	-2
29: COc1ccc(-c2cccc(-c3cc(=O)oc4ccc(C(C)(C)C)cc34)c2)cc1
→ -2	2	nt	2	nt	0.1	nt	1	-4
30: COc1cccc(-c2nc(CS(=O)(=O)CC(=O)NCCc3ccc(OC)cc3OC)c(C)o2)c1
→ 2	-2	-6	-12	-36	-0.6	1.4	1.1	-1

# A different layout for 7 compounds above.
no. | SMILES | A3G deaminase | APOBEC3A inh | beta cell repl | mIAP inh | hIAP inh | MPTP block | hIAP activ | mIAP act | GRIN3A LBD mod
8 | N#C/C(=C(/O)COC(=O)c1cccnc1Cl)c1nc2ccccc2[nH]1 | -6 | 9 | -2 | 21 | -4 | -2.5 | 1 | 0.79 | -10
9 | O=C(Cn1cc(C(=O)C2CC2)c2ccccc21)NCc1ccccc1 | 0 | 4 | -2 | -18 | -20 | -0.5 | 1.2 | 1.2 | -2
10 | COc1nc(NC2CCCCC2)nc(NC(C)(C)C)n1 | -11 | -3 | -1 | 3 | -6 | 1.0 | 1.1 | 0.97 | 2
11 | C=CCOC(=O)C1=C(C)NC(=S)NC1/C=C/c1ccccc1 (stereo unspecified) | 3 | 0 | -7 | -4 | -22 | -3.3 | 1.2 | 1 | -3
12 | Cc1cc(Cl)ccc1OC(C)C(=O)Nc1cnn(CCCC(=O)O)c1 (stereo unspecified) | -2 | -1 | 1 | -14 | 7 | -1.9 | 0.93 | 1.1 | 0
13 | CC(=O)Nc1nonc1C(=O)N1CCC(C)CC1 | -6 | -5 | -1 | -1 | -30 | -1.7 | 1.3 | 1 | -2
14 | CN(C)c1ccc(/C=C(\C#N)C(=O)Nc2nc3c(s2)CCN(Cc2ccccc2)C3)cc1 | -24 | -9 | -3 | 32 | 6 | 2.2 | 0.94 | 0.68 | -3

# Other structures follow:
# Order of results: A3G deaminase	APOBEC3A inh	beta cell repl	mIAP inh	hIAP inh	MPTP block	hIAP activ	mIAP act	GRIN3A LBD mod
31: Cc1ccnc(SCC(=O)Nc2cccc(S(=O)(=O)N3CCOCC3)c2)n1
→ 3	4	3	-3	-1	-1.5	1	1	0
32: Cc1ccc(NS(=O)(=O)c2ccc(OCC(=O)NCC3CCCO3)cc2)cc1 (stereo unspecified)
→ -5	-2	-1	-6	-22	-0.8	1.2	1.1	-3
33: OC(c1ccccn1)C1CCN(Cc2nc(C(c3ccccc3)c3ccccc3)no2)CC1 (stereo unspecified)
→ -7	-2	0	0	0	1.5	1	1	2
34: COc1cc(C(=O)NNC(=O)CNC(=O)c2ccc(Br)o2)cc(OC)c1OC
→ 3	11	5	-2	15	-0.8	0.85	1	1
35: Cc1cnc(SCc2ccc(Cl)cc2Cl)[nH]c1=O
→ -9	-4	-5	10	-12	1.4	1.1	0.9	-7
36: CCc1ccccc1NC(=O)Nc1ccc(F)cc1
→ -4	3	-1	-22	-10	39	1.1	1.2	0
37: COc1ccc(Cl)cc1NC(=O)CN(C)C(=O)C1COc2ccccc2O1 (stereo unspecified)
→ -5	4	-4	-4	14	-1.4	0.86	1	-1
38: COc1cc2c(cc1OC)C(C(=O)Nc1ccc(F)c(Cl)c1)CC(=O)N2 (stereo unspecified)
→ -8	-5	-1	-10	-11	1.7	1.1	1.1	1
39: Cn1ncc(SCc2ccccc2)c(Cl)c1=O
→ -3	-2	0	3	-3	58*	1	0.97	0
40: CCOc1ccccc1NC(=O)CNC(=O)c1nn(-c2ccc(OC)c(OC)c2)c(=O)c2ccccc12
→ -9	0	0	5	5	1.4	0.95	0.95	-1
41: O=C(NCc1cccc(F)c1)c1ccc(N2C(=O)Cn3c(cc4sccc43)C2=O)cc1
→ -3	2	-1	-2	-5	-1.9	1.1	1	17*
42: CNC(=O)c1c(NC(=O)c2ccco2)sc(C)c1C
→ -2	-4	-2	2	-8	-1.3	1.1	0.98	4
43: O=C(NCCCn1cccn1)C1CCC(=O)N(CCc2ccccc2)C1 (stereo unspecified)
→ -6	-4	0	-13	-5	-1.2	1.1	1.1	0
44: CCOC(=O)N1CCN(Cc2c(F)cccc2Cl)CC1
→ -6	-2	1	9	9	0.2	0.91	0.91	-1
45: O=C(CCc1ccccc1)N/N=C/c1cccc([N+](=O)[O-])c1
→ 2	2	-1	9	-5	5.9	1.1	0.91	-4
46: COC(=O)c1ccc(COc2ccc(C=O)cc2)o1
→ -6	-4	0	-2	20	1.1	0.81	1	-1
47: O=C(NCC(=O)N1CCN(c2ccccc2)CC1)c1ccccc1
→ -8	-5	0	0	-1	-0.9	1	1	3
48: O=C(O)CCCCCNc1nc(-c2ccccc2)nc2ccccc12
→ -4	-3	-3	-5	-24	0.2	1.2	1	1
49: N#CC1(Nc2ccccc2)C(=O)Nc2ccccc21 (stereo unspecified)
→ 0	1	-1	4	-2	2.2	1	0.96	0
50: CC1CCCC(NC(=O)COC(=O)/C=C/c2ccc(F)cc2)C1C (stereo unspecified)
→ -3	15	-3	8	2	-1.2	0.98	0.93	2
51: O=C(NCCCN1CCOCC1)c1cccc(NS(=O)(=O)c2ccc(Br)cc2)c1
→ -6	-2	-1	-19	-23	-0.5	1.2	1.2	0
52: CC(C)(C)C(C(=O)n1cccc1C#N)c1ccccc1 (stereo unspecified)
→ -4	3	3	8	-2	0.3	1	0.92	1
53: Cc1ccc(C)c(NS(=O)(=O)c2ccc(OCC(=O)N3CCCC3)cc2)c1
→ -7	-2	-1	2	5	-1.5	0.95	0.98	-1
54: CCN1CCN(CCOCCOc2ccccc2)CC1
→ 24	-3	-2	0	-16	0.2	1.2	1	0
55: Cc1ccc(C(C(=O)NC2CCCC2)N(C(=O)CCC(=O)Nc2cc(C)on2)c2ccccc2)cc1 (stereo unspecified)
→ 2	3	-1	-2	-12	-0.4	1.1	1	1
56: CC1=CS/C(=C(/C#N)C(=O)N2CCOCC2)N1c1ccccc1
→ -6	0	-4	4	-23	-0.6	1.2	0.96	-1
57: O=C(CN(Cc1ccccc1Cl)C(=O)CN1C(=O)CSc2ccccc21)NC1CC1
→ -9	-3	-2	-2	9	0.3	0.91	1	0
58: CCOc1ccc(-c2cc(CCCC(=O)NCCC(C)C)no2)cc1
→ -12	-2	-2	8	-12	2.6	1.1	0.92	1
59: CCOC(=O)Nc1ccc(C)cc1Br
→ -2	1	-2	26	-6	0.4	1.1	0.74	-1
60: Cc1ccc(NC(=O)COC(=O)C2=NNC(=O)CC2)c(Br)c1
→ -6	-7	-3	-9	-10	-0.1	1.1	1.1	1
